TRPC6 inh: mouse TRPC6 channel inhibitors, primary screen, cell-based, HEK293, membrane potential dye; Short transient receptor potential channel 6 (Mus musculus), Q61143; ACh-evoked depolarization; stronger effect = lower value; B-score at 10 µM; 310,000 compounds, 1.1% hits; AID 2553, 2010;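 active means B-score under library mean minus 3 SD, initial fluorescence not abnormally high, positive integrated signal ratio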;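 further: B-score derived from integrated fluorescence ratio over the kinetic read; more negative B-score means stronger inhibition of depolarization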
MrgX1 antagonist: antagonists of human MrgX1 receptor, primary screen, HEK293 cells, Fluo-4 calcium flux; Mas-related G-protein coupled receptor member X1 (Homo sapiens), Q96LB2; BAM8-22 antagonism; stronger effect = lower value; B-score at 10 µM; 310,000 compounds, 1.3% hits; AID 588676, 2011;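 active means calcium-response B-score plate-corrected more than 3 library SD below zero, starting fluorescence within 5 deviations, no agonist response on first addition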;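 further: peak minus trough fluorescence over baseline after final BAM8-22 challenge near maximal dose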
MrgX1 ag: agonists of human MrgX1 receptor, primary screen, HEK293 cells, Fluo-4 calcium flux; Mas-related G-protein coupled receptor member X1 (Homo sapiens), Q96LB2; Fluo-4 calcium fluorescence, agonist mode; stronger effect = higher value; B-score at 10 µM; 310,000 compounds, 0.44% hits; AID 588627, 2011;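 active means calcium response B-score plate-corrected fluorescence ratio at least 3 library SD, with starting fluorescence B-score inside 5 SD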
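Material: MrgX1-expressing HEK293 cells; input: 15,000 cells per well; doses: test compound given as first of three sequential additions; schedule: overnight plating before 1 h dye loading; technique: Fluo-4 NW calcium-flux fluorescence, kinetic read; evaluation: baseline-normalised fluorescence change ratio, B-scored; control set: plate-wise positive and negative controls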
HIF act: HIF pathway transcriptional activators, primary screen, cell-based, U2OS HRE-luciferase, luminescence | activation, % at 7.5 µM (by protocol) | 300,000 compounds, 0.32% hits | U2OS HRE-luciferase reporter; normalized: DMSO 0%, desferrioxamine 100%;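 active means mean activation of at least 10% of the iron chelator positive control signal, with at least half of replicates also reaching 10%; inconclusive means mean and replicate majority disagree about reaching 10%; inactive means mean and most replicates under 10%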
MrgX1 PAM: positive allosteric modulators of MrgX1, primary screen, HEK293 cells, Fluo-4 calcium flux | Mas-related G-protein coupled receptor member X1 (Homo sapiens), Q96LB2 | 310,000 compounds, 0.63% hits | B-score at 10 µM | FDSS; stronger effect = higher value;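 active means plate-corrected calcium response at least 3 library SD above typical, normal starting fluorescence, not activating the receptor alone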;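 further: compound read alongside a low EC10 to EC30 dose of BAM8-22 agonist; peak minus trough fluorescence over baseline measured at the second addition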
RGS4 pot: RGS4 potentiators or activators, primary screen, cell-based, HEK293 M3R inducible RGS4, calcium flux. B-score at 10 µM. AID 463111, 2010. 310,000 compounds, 0.92% hits. carbachol calcium flux Fluo4; stronger effect = lower value;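 active means B-score of the integrated calcium signal more than 4 SD below the library mean, with starting fluorescence not abnormally high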;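 further: negative B-score means reduced calcium response which marks RGS4 activation or potentiation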
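System – HEK293 FlpIn-TREx cells, stable M3R, doxycycline-inducible RGS4 · Reagent – ECmax carbachol challenge · Times – compound preincubation 20 min at room temperature before agonist · Technique – Fluo4 fluorescence kinetic imaging of calcium · Measure – B score of integrated Fluo4 ratio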
RGS4 block: RGS4 inhibitors, primary screen, cell-based, HEK293 M3R inducible RGS4, calcium flux | Regulator of G-protein signaling 4 (Homo sapiens), P49798 | Fluo-4 calcium flux; stronger effect = higher value; triggered by carbachol at its EC20 | B-score at 10 µM | 310,000 compounds, 0.45% hits | AID 463165, 2010;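 active means B-score, a plate-corrected calcium signal, over three deviations above library mean, with baseline fluorescence within five deviations of library mean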;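 further: RGS4 expression induced by doxycycline in cells with stable M3 receptor; B-score is computed from the integrated fluorescence ratio over baseline after carbachol; higher B-score means a larger calcium signal and so more RGS4 inhibition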
Platelet DG rel: inhibitors of platelet dense granule secretion, primary screen, cell-based, MLPCN, human platelets | human platelet-rich plasma, SFLLRN dense granule ATP release, luminescence | inhibition, %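 (compounds screened at 7.5 µM in platelet-rich plasma)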 | 300,000 compounds, 0.22% hits | AID 1663, 2009;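 active means mean replicate score, as percent of positive control, at or above 50; inconclusive means mean below 50 but at least one replicate at or above 50; inactive means mean and every replicate below 50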
TRPC6 activator: mouse TRPC6 channel activators, primary screen, cell-based, HEK293, membrane potential dye; Short transient receptor potential channel 6 (Mus musculus), Q61143; HEK293-TRPC6 membrane potential dye fluorescence; stronger effect = higher value; B-score at 10 µM; AID 2550, 2010; 310,000 compounds, 0.13% hits;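 active means B-score of the integrated fluorescence ratio above library mean plus 3 SD, and starting fluorescence ratio within library mean plus 5 SD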;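 further: higher score means more depolarization so channel activation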
SKKanGAS inh: S. pyogenes SKKanGAS growth inhibitors in kanamycin, primary screen, streptokinase expression inhibitor project, SKKanGAS strain, BacTiter-Glo luminescence; inhibition, % at 7.5 µM; 6 h; 300,000 compounds, 1.3% hits;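 active means mean replicate score, as percent of positive control median, at least 50; inconclusive means mean below 50 but one replicate at or above 50; inactive means mean and every replicate below 50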;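 further: strain carries kanamycin resistance gene driven by streptokinase promoter and grows in 40 µg/ml kanamycin; loss of luminescence reflects streptokinase promoter inhibition or plain growth inhibition; 0% = median of DMSO wells and 100% = positive control at its reference dose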
TRPC4 inh: inhibitors of mouse TRPC4 channel, primary screen, Fluo4 calcium, HEK293 TRPC4beta/mu-opioid cells | Short transient receptor potential channel 4 (Mus musculus), Q9QUQ5 | 300,000 compounds, 0.39% hits | AID 2247, 2010 | B-score at 10 µM | DAMGO-evoked Fluo4 calcium flux; stronger effect = lower value;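 active means B-score over 3 SD under the library average, no early fluorescence shift, positive overall ratio signal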
Target sequence (Q9QUQ5 whole entry, looked up): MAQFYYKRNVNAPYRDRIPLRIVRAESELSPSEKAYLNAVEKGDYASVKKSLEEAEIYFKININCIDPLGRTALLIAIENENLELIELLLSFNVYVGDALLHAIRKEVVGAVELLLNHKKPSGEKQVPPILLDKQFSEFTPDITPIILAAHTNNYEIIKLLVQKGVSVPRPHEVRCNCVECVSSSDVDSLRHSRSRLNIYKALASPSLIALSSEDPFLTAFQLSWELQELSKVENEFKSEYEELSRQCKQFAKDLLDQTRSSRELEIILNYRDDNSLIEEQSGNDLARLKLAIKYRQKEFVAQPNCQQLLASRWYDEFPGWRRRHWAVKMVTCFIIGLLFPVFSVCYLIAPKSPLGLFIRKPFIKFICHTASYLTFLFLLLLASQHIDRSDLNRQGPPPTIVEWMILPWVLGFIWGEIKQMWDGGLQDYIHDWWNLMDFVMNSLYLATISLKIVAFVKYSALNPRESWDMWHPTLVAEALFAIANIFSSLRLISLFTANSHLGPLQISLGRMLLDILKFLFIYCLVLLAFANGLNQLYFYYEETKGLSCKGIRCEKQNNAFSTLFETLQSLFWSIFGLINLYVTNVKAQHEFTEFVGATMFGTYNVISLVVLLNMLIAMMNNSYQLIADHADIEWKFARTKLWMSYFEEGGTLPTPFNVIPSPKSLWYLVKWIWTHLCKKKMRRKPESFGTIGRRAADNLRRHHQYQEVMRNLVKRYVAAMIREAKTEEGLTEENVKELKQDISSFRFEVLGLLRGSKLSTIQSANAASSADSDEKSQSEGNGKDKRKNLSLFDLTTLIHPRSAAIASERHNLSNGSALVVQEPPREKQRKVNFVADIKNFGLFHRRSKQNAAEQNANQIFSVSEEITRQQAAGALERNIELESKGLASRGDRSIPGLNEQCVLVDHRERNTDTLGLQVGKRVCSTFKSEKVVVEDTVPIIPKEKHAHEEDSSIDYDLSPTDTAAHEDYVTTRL
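Signal: kinetic Fluo4 fluorescence imaging of calcium influx. Material: stable TRPC4beta/mu-opioid receptor HEK293 cells. Probe or stimulus: DAMGO in two steps, submaximal then maximal.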
* = called active by the depositor; i = inactive; ? = inconclusive; · = no result given.

SMILES	TRPC6 inh	MrgX1 antagonist	MrgX1 ag	HIF act	MrgX1 PAM	RGS4 pot	RGS4 block	Platelet DG rel	TRPC6 activator	SKKanGAS inh	TRPC4 inh
O=C(N/C(=C\c1ccco1)C(=O)N1CCOCC1)c1ccc([N+](=O)[O-])cc1	i	i	i	0.6	i	i	i	5	i	-2	i
O=C(CSc1nc2ccccc2s1)Nc1ccc(Cl)c(S(=O)(=O)N2CCOCC2)c1	i	i	i	-0.1	i	i	i	-29	i	3	i
COc1ccc(-c2c(C)oc3c(CN4CCOCC4)c(O)ccc3c2=O)cc1OC	i	i	i	-0.1	i	i	i	8	i	3	i
O=C(O)c1ccc(N/N=C/c2ccc(-c3ccccc3Cl)o2)cc1	i	i	i	-0.7	i	i	i	6	i	17	i
O=NN(CCc1ccncc1)c1ccc(OCc2ccccc2)cc1	i	i	i	-1.1	i	i	i	7	i	1	i
COc1ccc(C)cc1S(=O)(=O)N(CC(=O)Nc1cccc([N+](=O)[O-])c1)c1ccc(C)cc1	i	i	i	-0.5	i	i	i	-36	i	8	i
COc1ccccc1CCC(=O)NNC(=O)c1ccc(Br)cc1	i	i	i	0.2	i	i	i	-40	i	-1	i
C=CCOc1ccc(C(=O)N(Cc2ccc(N(C)C)cc2)C2CCS(=O)(=O)C2)cc1 (configuration not stated)	i	i	i	-1.4	i	i	i	2	i	1	i
CC(C)S(=O)(=O)c1csc(NC(=O)Nc2cccc([N+](=O)[O-])c2)c1Cl	i	i	i	0.5	i	i	i	1	i	11	i
COc1ccc(NC(=S)N2CCCC2)c(OC)c1	i	i	i	0.5	i	i	i	1	i	-11	i
CC1=CC(C)(C)n2c(O)c(N=NC(N)=S)c3cc(C)cc1c32	i	i	i	0.3	i	i	i	-12	i	-9	i
Cc1cc(C)c(C(=O)CSc2n[nH]c(-c3ccncc3)n2)c(C)c1	i	i	i	-0.2	i	i	i	9	i	-6	i
COC(=O)CNC(=O)CNC(=O)Nc1ccccc1Cl	i	i	i	-0.6	i	i	i	-10	i	2	i
Cc1ccc(S(=O)(=O)N2CCCCC2)cc1C(=O)NCc1ccncc1	i	i	i	1.7	i	i	i	14	i	-4	i
COc1cc(CNCCCN2CCOCC2)ccc1OCC(=O)Nc1cccc(C(F)(F)F)c1	i	i	i	-0.6	i	i	i	-2	i	-3	i
CCCN1CN(Cc2ccccc2)CC2=C1CC(C)(C)CC2=O	i	i	i	-1.0	i	i	i	-2	i	-2	i
O=C(N/N=C/c1cn(-c2cccs2)nc1-c1ccccc1)c1ccccc1Cl	i	i	i	1.7	i	i	i	-11	i	30	i
CCOC(=O)C(NC(=O)N(C)C)(Nc1sc(C)c(CC)c1C#N)C(F)(F)F (configuration not stated)	i	i	i	0.7	i	i	i	-21	i	-1	i
O=C(COc1cccc2ccccc12)N/N=C/c1ccco1	i	i	i	-0.1	i	i	i	7	i	-8	i
CCOC(=O)c1[nH]cnc1C(=O)Nc1ccncc1	i	i	i	0.0	i	i	i	-13	i	-5	i
Cc1c(NC(=O)Nc2cccc(C(F)(F)F)c2)c(=O)n(-c2ccccc2)n1C	i	i	i	-0.3	i	i	i	16	i	-11	i
C/C(=N\NC(=S)NC1CCCCC1)c1cccc(C(F)(F)F)c1	i	i	i	-0.4	i	i	i	3	i	3	i
Cc1ccc(S(=O)(=O)N2CCN(c3cnn(-c4ccccc4)c(=O)c3Cl)CC2)cc1	i	i	i	-0.4	i	i	i	12	i	-4	i
COC(=O)Cc1ccc(NC(=S)N2CCN(C(=O)C3CCCO3)CC2)cc1 (configuration not stated)	i	i	i	-0.9	i	i	i	11	i	1	i
Cc1ccc(C)c(NC(=S)NCC(c2ccccc2)N(C)C)c1 (configuration not stated)	i	i	i	-0.5	i	i	i	4	i	-4	i

The listing continues:
SMILES	TRPC6 inh	MrgX1 antagonist	MrgX1 ag	HIF act	MrgX1 PAM	RGS4 pot	RGS4 block	Platelet DG rel	TRPC6 activator	SKKanGAS inh	TRPC4 inh
CCc1cccc(N(C(=O)c2csnn2)C(C(=O)NC2CCCCC2)c2cccnc2)c1 (configuration not stated)	i	i	i	-0.1	i	i	i	3	i	2	i
O=C(OCc1ccccc1)c1ccccc1	i	i	i	0.8	i	i	i	-7	i	6	i
C/C(=N\NC(=O)c1nn(C)c(C)c1Br)c1cccc(NC(=O)c2ccoc2C)c1	i	i	i	-5.6	i	i	i	0	i	7	i
O=C(CSc1nncs1)Nc1cc(-c2ccccc2)nn1-c1ccccc1	i	i	i	0.2	i	i	i	10	i	-6	i
O=C1OCCC1Sc1nnnn1-c1ccccc1 (configuration not stated)	i	i	i	0.6	i	i	i	2	i	1	i
O=C(Nc1cccc(C(F)(F)F)c1)c1cc[n+]([O-])cc1	i	i	i	-0.1	i	i	i	5	i	1	i
O=C1CCCc2cc3c(cc21)CC1(C3)Cc2cc3c(cc2C1)C(=O)CCC3	i	i	i	-0.1	i	i	i	-8	i	17	i
COc1ccc(OCC(=O)NCCS(=O)(=O)N2CCN(c3ccc(F)cc3)CC2)cc1	i	i	i	-0.4	i	i	i	-39	i	-3	i
O=C(Cn1ncc(Cl)c(Cl)c1=O)N1CCN(S(=O)(=O)c2ccc3ccccc3c2)CC1	i	i	i	-2.9	i	i	i	5	i	·	i
CCC(C)NC(=O)COC(=O)c1ccccc1OCC(=O)Nc1ccc(Br)cc1 (configuration not stated)	i	i	i	-6.7	i	i	i	-18	i	12	i
Cc1oc(-c2cccs2)nc1CS(=O)CC(=O)NC1CCCCCC1 (configuration not stated)	i	i	i	0.2	i	i	i	-2	i	6	i
Cc1cc(Cl)ccc1OCC(=O)N/N=C/c1ccc(OC2OC(CO)C(O)C(O)C2O)cc1 (configuration not stated)	i	i	i	-0.1	i	i	i	7	i	0	i
CCCCNC(=S)NC(=O)c1ccc(Cl)cc1Cl	i	i	i	0.4	i	i	i	-8	i	-6	i
Cc1ccc(S(=O)(=O)Nc2cccc(C(=O)NCCCn3ccnc3)c2)cc1F	i	i	i	-0.2	i	i	i	·	i	1	i
CCOn1c(=O)c(-c2cccs2)[n+]([O-])c2ccccc21	i	i	i	0.3	i	i	i	-4	i	-3	i
Cc1ccc(Oc2ccccc2)c(NC=O)c1	i	i	i	-0.2	i	i	i	-5	i	-2	i
O=C(Cc1coc2ccc3ccccc3c12)N1CCN(c2ncccn2)CC1	i	i	i	0.1	i	i	i	-3	i	6	i
CCc1n[nH]c2c1/C(=N/O)CCC2	i	i	i	0.5	i	i	i	0	i	2	i
O=C(Nc1cccc(F)c1)c1ccco1	i	i	i	1.3	i	i	i	2	i	-4	i
O=C(COC(=O)/C=C/c1nc2ccccc2s1)Nc1ccccc1Oc1ccccc1	i	i	i	·	i	i	i	8	i	-3	i
CC1CCCC(NC(=O)CN(C)S(=O)(=O)c2cnc[nH]2)C1C (configuration not stated)	i	i	i	-0.5	i	i	i	1	i	-1	·
COc1ccccc1N1CCN(C(=O)C2C3C=CC4(CN(Cc5ccccc5Cl)C(=O)C24)O3)CC1 (configuration not stated)	i	i	i	0.1	i	i	i	1	i	3	i
Cc1cc(NC(=O)c2ccccc2Cl)no1	i	i	i	1.0	i	i	i	?	i	0	i
Cc1nn(-c2ccc(Cl)cc2)c(=O)c2c(C)noc12	i	i	i	-0.6	i	i	i	-6	i	3	i
CC1CCN(C(=O)C2CCCN(S(C)(=O)=O)C2)CC1 (configuration not stated)	i	i	i	-0.1	i	i	i	-2	i	6	i

(listing goes on)
SMILES	TRPC6 inh	MrgX1 antagonist	MrgX1 ag	HIF act	MrgX1 PAM	RGS4 pot	RGS4 block	Platelet DG rel	TRPC6 activator	SKKanGAS inh	TRPC4 inh
O=C(Cc1cccs1)NC1(C(=O)NC2CCCC2)CCCCC1	i	i	i	-0.3	i	i	i	-8	i	1	i
O=C(OCCN1CCCCC1)c1cccc(Cl)c1	i	i	i	2.2	i	i	i	10	i	-21	i
c1ccc(-c2noc(-c3cccc4ccccc34)n2)cc1	i	i	i	2.3	i	i	i	9	i	29	i
O=C(Cc1sc(-c2ccccc2Cl)nc1-c1ccccc1)Nc1ccc(F)cc1	i	i	i	-0.2	i	i	i	-8	i	-2	i
CCOC(=O)N1CCN(C(=O)c2ccc(Cn3c(=S)[nH]c4ccc(Br)cc4c3=O)cc2)CC1	i	-5.6*	i	5.7	i	i	i	-10	i	31	i
CCOC(=O)c1c(C)[nH]c(C(=O)OCC(=O)NC(C)C)c1C	i	i	i	1.0	i	i	i	1	i	-10	i
Cc1nc2cc(-c3ccccc3)nn2c(C)c1CCC(=O)NC(C)c1ccc2c(c1)OCCO2 (configuration not stated)	i	i	i	-1.7	i	i	i	6	i	10	i
CN(CC(=O)Nc1ccc(F)cc1)C(=O)COC(=O)c1cc([N+](=O)[O-])ccc1N1CCOCC1	i	i	i	-0.4	i	i	i	10	i	-1	i
O=C(Nc1ccc2c(c1)OCO2)Nc1ccc2c(c1)OCO2	i	i	i	3.0	i	i	i	5	i	0	i
Cc1ccc(-n2cnc3c(sc4nccc(N(C)C)c43)c2=O)cc1	i	i	i	2.1	i	i	i	1	i	-2	i
CN1CCN(/N=C/c2nc(-c3ccccc3)n3ccccc23)CC1	i	i	i	0.2	i	i	i	3	i	-4	i
COc1cc2c(cc1OC)C(c1cccs1)CC(=O)N2 (configuration not stated)	i	i	i	0.0	i	i	i	-7	i	0	i
COC(=O)C1=C(CSCc2ccco2)NC(=O)NC1c1cc(C)ccc1C (configuration not stated)	i	i	i	-0.4	i	i	i	-1	i	3	i
Cc1ccc(S(=O)(=O)N(C)C)cc1NC(=S)NC(C)CCCC(C)C (configuration not stated)	i	i	i	0.0	i	i	i	-24	i	-2	i

Compound activity deposited in PubChem by several laboratories.
